MmCpn inh: M. maripaludis TRiC chaperonin inhibition; purified Mm-Cpn ATPase, ADP Transcreener TR-FRET; Potency, µM (series often up to 76.9 µM), for inactives: at the top dose activity, negative = inhibition, actives largely listed as inhibitors; 330,000 compounds, 0.031% hits; AID 504842; note: potency is the fitted concentration of half-maximal effect; % is set by controls: 0 for no effect and ±100 for the full control effect; nearly all actives have a fitted effect of over 80% in size
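Measured: ADP formation by purified Mm-CPN. Conditions: 25 nM protein, 10 uM ATP, Tris pH 7.4 with Mg2+, K+ and DTT, 37°C for 30 min. Detection: Transcreener HTRF after 30 min at room temperature.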
PLK1 PBD inh: PLK1 (human) polo-box domain binding inhibition; Potency, µM, without a hit: max response, negative = inhibition, actives largely listed as inhibitors; Plk1 PBD binding of FITC phosphopeptide, fluorescence polarization; 360,000 compounds, 2.8% hits; P53350; note: potency is the fitted concentration of half-maximal effect; series mostly up to about 57 µM; % is set by controls: 0 for no effect and ±100 for the full control effect; nearly all actives have a fitted effect of over 65% in size
Target sequence (P53350 whole entry, looked up, the tested form may be a part): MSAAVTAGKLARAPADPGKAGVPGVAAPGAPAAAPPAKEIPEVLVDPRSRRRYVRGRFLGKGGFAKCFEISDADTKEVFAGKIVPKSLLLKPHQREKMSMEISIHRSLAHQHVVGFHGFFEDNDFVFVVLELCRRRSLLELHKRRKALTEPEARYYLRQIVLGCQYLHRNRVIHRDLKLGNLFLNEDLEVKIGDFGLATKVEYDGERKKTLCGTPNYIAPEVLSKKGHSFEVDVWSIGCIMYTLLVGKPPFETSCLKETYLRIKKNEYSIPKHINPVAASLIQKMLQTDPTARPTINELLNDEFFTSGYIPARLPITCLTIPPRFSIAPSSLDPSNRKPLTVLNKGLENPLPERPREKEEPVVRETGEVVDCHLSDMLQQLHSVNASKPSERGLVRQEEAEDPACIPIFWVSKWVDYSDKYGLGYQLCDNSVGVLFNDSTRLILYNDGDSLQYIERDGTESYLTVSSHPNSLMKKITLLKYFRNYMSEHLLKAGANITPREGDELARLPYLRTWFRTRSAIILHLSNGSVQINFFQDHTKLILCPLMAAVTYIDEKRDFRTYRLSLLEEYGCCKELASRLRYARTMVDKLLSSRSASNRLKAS
WRN inhibitor: blocks human WRN helicase; Q14191; WRN helicase unwinding, fluorescent forked duplex, kinetic; Potency, µM (titrated, usually from 114 µM), without a hit: at the highest dose activity change, negative = inhibition, hits mostly inhibitors; 360,000 compounds, 0.46% hits; note: potency is the fitted concentration of half-maximal effect; % is set by controls: 0 for no effect and ±100 for the full control effect; nearly all actives have a fitted effect of over 55% in size
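WRN at 20 nM final was preincubated with compound for 15 min at room temperature; reaction started with 100 nM forked duplex oligonucleotide carrying fluorophore and quencher plus 2 mM ATP (final). Unwinding followed kinetically by red fluorescence (ex 525/em 598 nm).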
PI5P4K alpha inh: blocks human PI5P4K alpha kinase activity; PI5P4Kalpha enzyme, ADP-Glo luminescence, 60 min; active compounds read low; 330,000 compounds, 1.2% hits; max response, %; active = max response of -50% or lower; inconclusive = between -30% and -50%; inactive = -30% or higher; note: value at the top dose of about 77 µM; % is set by controls: 0 for no effect and ±100 for the full control effect
Target sequence (P48426 whole entry, looked up): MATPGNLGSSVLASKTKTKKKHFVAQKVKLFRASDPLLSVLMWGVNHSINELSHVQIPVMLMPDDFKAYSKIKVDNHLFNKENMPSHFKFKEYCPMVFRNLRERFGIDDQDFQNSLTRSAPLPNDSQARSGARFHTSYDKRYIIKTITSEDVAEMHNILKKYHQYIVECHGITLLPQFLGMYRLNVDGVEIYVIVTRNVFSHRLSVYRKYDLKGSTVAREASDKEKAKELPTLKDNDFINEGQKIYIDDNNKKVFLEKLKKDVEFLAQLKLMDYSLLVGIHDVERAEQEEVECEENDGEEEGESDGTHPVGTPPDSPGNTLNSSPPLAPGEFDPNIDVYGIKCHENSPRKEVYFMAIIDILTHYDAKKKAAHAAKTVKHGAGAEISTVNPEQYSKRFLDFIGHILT
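Reactions run in 0.038 M HEPES pH 7.4, 0.28 mM EGTA, 0.1% CHAPS and 5% DMSO, with PI5P4Kalpha, substrate, compound and 5 microM ATP final, one hour at room temperature. Readout is ADP-Glo luminescence.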
EPAC1 antagonist: EPAC1 (human) antagonism | EPAC1 GEF assay, Rap1b-BODIPY-GDP exchange fluorescence | Potency, µM (highest dose often 115 µM), for inactives: at the top dose activity change, negative = inhibition, hits mostly inhibitors | 360,000 compounds, 0.14% hits | AID 720709;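 note: potency is the fitted concentration of half-maximal effect; plate controls were vehicle for no effect and positive control for full effect; nearly all actives have a fitted effect of over 50% in size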
EPAC1 ag: EPAC1 (human) agonism; O95398; EPAC1 agonist qHTS, biochemical assay; response scale: 100% = response to 6.5 mM cAMP; Potency, µM (titrated, usually from 154 µM), without a hit: at the top dose activation, most hits filed as activators; 360,000 compounds, 0.073% hits; AID 720707; note: potency is the fitted concentration of half-maximal effect; nearly all actives have a fitted effect of over 60% in size
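Compounds were pinned as a concentration titration into mixtures of EPAC1 (100 nM), BODIPY-GDP-loaded Rap1B (250 nM) and GDP (50 uM). After 5 min at room temperature, fluorescence was followed for 30 min; activity was scaled to 6.5 mM cAMP.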
EPAC2 antag: blocks human EPAC2 exchange factor; Q8WZA2; EPAC2 GEF exchange of Rap1B-BODIPY-GDP, fluorescence; Potency, µM (top dose mostly 114 µM), inactives show at the highest dose activity, negative = inhibition, hits mostly inhibitors; 360,000 compounds, 0.18% hits; AID 720708; note: potency is the fitted concentration of half-maximal effect; % is set by controls: 0 for no effect and ±100 for the full control effect; nearly all actives have a fitted effect of over 45% in size; many of its hits are not listed in these tables
CCT modulator: changes cytosolic chaperonin activity; activity change, % (concentration not given with the values), hits read low; purified chaperonin ATPase assay, HTRF ADP detection, 30 min; 360,000 compounds, 0.3% hits; AID 651819; in the data active = activity change below about -30%; note: % is set by controls: 0 for no effect and ±100 for the full control effect
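TRiC (40 or 20 nM final, by batch activity) in 30 mM Tris pH 7.4, 100 mM KCl, 5 mM MgCl2, 1 mM DTT was treated with compound at 76 uM single dose, then 10 uM ATP, 30 min at 37 °C. ADP was read by HTRF Transcreener.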
Numbers without * were called inactive; ? = inconclusive; / = no result given; & = joins results of further samples; [ ] = dose if it differs, or a comment. Unless noted, calls come from the whole dose curve; as a rule, active = well fitted curve in the direction sought with a large enough effect; inconclusive = small, poorly fitted or top-dose-only effect, or another doubt; inactive = no such curve, though single readings can be large; an effect the other way counts as inactive or inconclusive.

SMILES	MmCpn inh	PLK1 PBD inh	WRN inhibitor	PI5P4K alpha inh	EPAC1 antagonist	EPAC1 ag	EPAC2 antag	CCT modulator
CC(=O)NC1(c2ccc(F)cc2)CCN(C(=O)c2c(F)cccc2F)CC1	1%	-3%	7%	-2	13%	-3%	1%	-1.4
COc1cccc(C(=O)N(C)CC(=O)Nc2ccc(F)c(F)c2F)c1	3%	-23%	12%	-1	27%	2%	-7%	0.9
O=C(Nc1ccccc1C(=O)N1CCCCC1)c1ccco1	-2%	3%	0%	0	2%	6%	4%	-0.1
CC1CCN(c2ccc(-c3cccc(NC(=O)C(F)(F)F)c3)nn2)CC1	-3%	-7%	9%	4	-12%	-4%	-2%	-1.7
NC(=O)c1ncn([C@@H]2O[C@H](CNS(=O)(=O)c3cc(S(=O)(=O)c4ccccc4)cs3)[C@@H](O)[C@H]2O)n1	/	-6%	8%	2	-13%	-14%	-2%	1.6
COc1ccc(C(=O)NC(=S)NNC(=O)CNC(=O)C2CCCCC2)cc1	1%	?	-8%	?	-3%	5%	6%	0.1
Cc1cc(C)c(C(N)=O)c(SCC(=O)c2ccc(Cl)cc2)n1	1%	-10%	-1%	-2	0%	5%	-5%	-0.6
C[C@H]1CN([C@@H](C)CO)C(=O)CCCn2nncc2CO[C@H]1CN(C)C(=O)C1CCCCC1	/	-6%	-7%	-2	10%	11%	-6%	0.8
O=C(Cc1ccc(NC(=O)C2CCCN(C(=O)CCc3ccccc3)C2)cc1)Nc1cccc(C(=O)N2CCCC2)c1 (centres undefined)	/	-2%	-7%	0	-6%	-6%	-10%	-2.9
COC(=O)CCN1CCC(C(N)=O)CC1	1%	-1%	3%	1	14%	2%	10%	-0.6
COc1ccc(CNC(=O)C2CCN(c3nn4c(=O)cc(C)nc4s3)CC2)cc1	-1%	1%	-3%	5	-10%	-4%	1%	-3.1
O=C(NCc1ccncc1)[C@@H]1CCCN1C(=O)[C@@H]1CCCN1C(=O)c1cccc2ccccc12	/	1%	7%	-3	5%	7%	7%	0.7
CC(C)CCc1noc(CN2CCC(C(=O)N3CCOCC3)CC2)n1	2%	0%	2%	1	1%	-2%	0%	-3.2
COc1cc(C(=O)NC(C)c2cnn(-c3ccccc3C)c2C)cc(OC)c1OC (centres undefined)	-1%	-20%	2%	1	0%	11%	6%	-2.3
O=C(c1ccc(CS(=O)(=O)c2ccc(Br)cc2)o1)N1CCN(c2ccc(F)cc2)CC1	-1%	-1%	-9%	4	-17%	13%	-14%	1.0
CC1CCN(S(=O)(=O)c2ccc3c(c2)N(CC(=O)NCCCN2CCCC(C)C2)C(=O)CS3)CC1 (centres undefined)	?	-9%	0%	5	8%	10%	-8%	-0.7
Cc1cccc(C)c1NC(=O)C1CCCN1C(=O)Nc1cccc(F)c1 (centres undefined)	-2%	1%	17%	-6	29%	2%	12%	2.4
COc1ccc(CCNC(=O)NC23CC4CC(CC(C4)C2)C3)cc1	-6%	-3%	-2%	/	-7%	7%	1%	-0.8
Cc1c(C(=O)NCc2ccc(S(N)(=O)=O)cc2)oc2ccc(Cl)cc12	2%	-11%	0%	1	?	13%	5%	-2.4
C=C(C)Cn1c(=O)c2c(nc3n2CCN3c2cccc(Cl)c2C)n(C)c1=O	0%	-11%	4%	0	-14%	0%	-3%	0.8
CN(CC(=O)Nc1cccc(F)c1)C(=O)c1ccc(OCc2cn3ccccc3n2)cc1	-1%	-9%	-5%[11.6 µM]	-6	-7%	-7%	-1%	-0.4
O=C(Nc1ccc(F)cc1F)c1ccc2c(=O)n3c(nc2c1)CCC3	1%	-6%	-10%	0	10%	11%	-2%	0.0
Cc1csc2ncnc(NNC(=O)c3ccc(Cl)cc3)c12	4%	-6%	7%	6	21%	-11%	-8%	-2.1
CCNC(=O)OCc1cn(-c2ccc(Cl)cc2)nn1	-7%	1%	-8%	2	-6%	0%	6%	-0.2
O=C(C[n+]1ccc(C(=O)NCc2ccccc2)cc1)c1ccc2c(c1)OCCO2	0%	-11%	-4%	1	16%	11%	-1%	-24
Cc1cc(NC(=O)c2cc(-c3ccc(C)s3)nc3ccccc23)no1	-4%	-11%	-5%	-3	-5%	3%	26%	-3.7
CC(=O)OCC(=O)[C@@]1(O)CC[C@H]2[C@@H]3CCC4=CC(=O)CC[C@]4(C)[C@H]3[C@@H](O)C[C@@]21C	-9%[15.4 µM]	2%&-3%	-6%	1&3	-9%&-7%	-10%&2%	5%&2%	0.5&-3.0
O=C(CSc1nccn(-c2ccc(Br)cc2)c1=O)Nc1ccccc1F	-2%	?	-5%	-11	-8%	2%	-4%	-2.6
CCCCC(=O)Nc1ccc(N2CCCC2)cc1	/	-3%	-13%	-18	16%	-28%	3%	-1.7
Cc1cc2nc(CS)[nH]c2cc1C	?	?	-3%	-29	1%	0%	15%	0.5
Cc1ccccc1NC(=O)CSc1nc(N2CCCCC2)nc(N2CCCCC2)n1	0%	2%	-3%	/	11%	-1%	10%	0.0
Cc1ccc(C2(C)NC(=O)N(CC(=O)Nc3ccccc3C(=O)N3CCCCC3)C2=O)cc1 (centres undefined)	-22%	-8%	7%	-4	1%	5%	-2%	-2.6
Cc1cc(SCC(=O)N/N=C/c2ccco2)nc2ccccc12	1%	-3%	-2%	-3	-17%	6%	-10%	-0.9
COc1cc(S(=O)(=O)N2CCN(C(=O)c3ccccc3F)CC2)c(OC)cc1NC(C)=O	-14%	-3%	-5%	-7	7%	12%	-1%	-1.6
CCOc1ccc(OCc2ccc(C(=O)N3CCc4ccccc4C3)o2)cc1	-3%	0%	-26%	/	2%	20%	-3%	5.5
Cc1ccc(S(=O)(=O)N2CCOC23CCN(C(=O)C(=O)NCc2ccccc2)CC3)cc1	-1%	-4%	-2%	-4	-11%	?	14%	2.7
CCOC(=O)N1CCN(S(=O)(=O)c2ccc(C)cc2)C1c1ccc(OC)cc1 (centres undefined)	-3%	-5%	-4%	1	-10%	6%	-1%	0.9
CCCCNC(=O)C1(C)CCCCN1C(=O)c1ccc2c(c1)CCO2 (centres undefined)	/	-1%	-1%	0	-13%	-4%	8%	-3.5
O=C(CNC(=O)c1ccc(OC(F)F)cc1)NC1CCCc2ccccc21 (centres undefined)	-1%	-9%	3%	-1	8%	-8%	-4%	-1.4
Cc1cc(NC(=O)c2nn(C)c(C)c2Br)no1	0%	-2%	-5%	1	-3%	-2%	-1%	-3.2
Cc1cc(C(=O)OCC(=O)N(C)c2ccccc2)c(C)o1	0%	-4%	-9%	-9	-10%	2%	-12%	-6.8
O=C(NCC1COc2ccccc2O1)C1CCC(CNc2c(N3CCCCC3)c(=O)c2=O)CC1 (centres undefined)	2%	1%	-1%	1	-2%	-7%	-7%	-1.9
Cc1ccc(C)c2c1[nH]c1ccccc12	-3%	-4%	-3%	12	-12%	12%	-5%	-1.2
O=C1C(=C2CCCCC2)SC(=S)N1Cc1ccco1	-14%	21µM*	?	-27	-11%	0%	-3%	-3.5
N#Cc1ccccc1OCC(=O)OCC(=O)Nc1ccc2c(c1)OCO2	2%	2%	-9%	-1	5%	7%	2%	-3.2
CCC(C)(C)n1nnnc1C(c1ccc(F)cc1)N1CCN(C(=O)c2ccco2)CC1 (centres undefined)	4%	-7%	3%	-9	-4%	5%	4%	-0.2
COc1cc(N2C(=O)CSC2=S)cc(OC)c1OC	-1%	-18%	-7%	1	-3%	-3%	4%	-1.5
Cc1ccc(S(=O)(=O)NC(C)(C)C)cc1C(=O)OC(C)C(=O)NC1CC1 (centres undefined)	-1%	-1%	9%	6	-10%	-6%	10%	0.8
NS(=O)(=O)c1ccc(CCNC(=O)C2CC(=O)N(Cc3ccccc3Cl)C2)cc1 (centres undefined)	-1%	-5%	-4%	-2	5%	3%	0%	-0.7
O=C(NCc1cccc(Cl)c1)c1cccnc1	-1%	-1%	-10%	/	4%	0%	15%	-2.2
O=C(NCCC(F)(F)F)C1Cc2c(-c3cccc(F)c3)ccnc2O1 (centres undefined)	/	3%	1%	-3	3%	-13%	1%	-0.3
O=[N+]([O-])c1ccc(CSc2nnc(SCc3ccc(Cl)cc3)s2)cc1	-1%	?	1%	6	-19%	0%	1%[57.1 µM]	-2.3
CC(C)(C)NC(=O)CSc1nnc(-c2ccccn2)n1-c1ccccc1	?	1%	0%	6	-6%	-11%	12%	-3.6
O=C(Nc1ccccn1)c1nc(-c2ccccc2)n(-c2ccccc2)n1	0%	-6%	-1%	-5	-8%	7%	-2%	-0.8
CN(C)c1cc[n+](CC(=O)Nc2ccc(Cl)c([N+](=O)[O-])c2)cc1	4%	-12%	10%	4	-2%	-3%	6%	-1.3
Cc1cc(/C=C(\C#N)C(=O)OCC(=O)NC(=O)NC(C)(C)C)c(C)n1CCC(C)C	-1%	-4%	-26%	2	?	-6%	-6%	-1.0
O=C(NCc1cccnc1)c1ccc(NS(=O)(=O)c2ccccc2)cc1	0%	-6%	-24%	6	11%	6%	1%	-2.3
O=C(O)CCCNC(=O)C(c1ccccc1)c1ccccc1	1%&-1%	-6%&-7%	4%&-9%	2&4	-12%&-10%	-4%&1%	10%&-4%	-0.2&3.2
CNC(=O)c1ccsc1NC(=O)CN1C(=O)CCC1=O	0%	-22%	1%	-2	?	-13%	0%	-3.2
Cc1ccc(C(=O)NCC(=O)OCC(=O)c2c(N)n(C)c(=O)n(C)c2=O)s1	0%	-2%	-4%[57.1 µM]	?	-6%	-5%	14%	-3.4
Further records follow:
SMILES	MmCpn inh	PLK1 PBD inh	WRN inhibitor	PI5P4K alpha inh	EPAC1 antagonist	EPAC1 ag	EPAC2 antag	CCT modulator
COc1cccc(-c2nn(-c3ccccc3)cc2/C=C(/NC(=O)c2ccccc2)C(=O)O)c1	0%	-1%	-2%	0	-14%	1%	2%	0.4
O=C(O)Cc1ccc(NS(=O)(=O)c2ccccc2Cl)cc1	-1%	-12%	-16%	-2	6%	-6%	4%	-1.0
CCc1nc(N)c(C#N)c(-c2ccc(O)c(OC)c2)c1C	0%	-17%	-1%	-6	-3%	7%	0%	0.2
COc1cc(C(CCN2CCOCC2)c2c(OC)cc(OC)c3c(C)cc(=O)oc23)cc(OC)c1OC (centres undefined)	2%	-5%	1%	-3	-6%	-7%	2%	-1.1

Screening data from PubChem.

This is a subset; count on the stated rates, not on these rows.
